RBX1-CUL1 inh: inhibitors of human ROC1-CUL1 ubiquitin ligase activity; E3 ubiquitin-protein ligase RBX1 (Homo sapiens) + Cullin-1 (Homo sapiens), P62877+Q13616; in vitro K48 di-Ub FRET, acceptor:donor ratio, 45 min; inhibition, % at 10 µM; 0.6% of 140,000 active; AID 1347404, 2020; in the data active = inhibition above about 25%
Target sequence (P62877 whole entry, looked up): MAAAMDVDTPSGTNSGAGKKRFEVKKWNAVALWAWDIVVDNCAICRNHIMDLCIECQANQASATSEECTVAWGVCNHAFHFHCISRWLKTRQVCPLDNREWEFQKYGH
Target sequence (Q13616 whole entry, looked up): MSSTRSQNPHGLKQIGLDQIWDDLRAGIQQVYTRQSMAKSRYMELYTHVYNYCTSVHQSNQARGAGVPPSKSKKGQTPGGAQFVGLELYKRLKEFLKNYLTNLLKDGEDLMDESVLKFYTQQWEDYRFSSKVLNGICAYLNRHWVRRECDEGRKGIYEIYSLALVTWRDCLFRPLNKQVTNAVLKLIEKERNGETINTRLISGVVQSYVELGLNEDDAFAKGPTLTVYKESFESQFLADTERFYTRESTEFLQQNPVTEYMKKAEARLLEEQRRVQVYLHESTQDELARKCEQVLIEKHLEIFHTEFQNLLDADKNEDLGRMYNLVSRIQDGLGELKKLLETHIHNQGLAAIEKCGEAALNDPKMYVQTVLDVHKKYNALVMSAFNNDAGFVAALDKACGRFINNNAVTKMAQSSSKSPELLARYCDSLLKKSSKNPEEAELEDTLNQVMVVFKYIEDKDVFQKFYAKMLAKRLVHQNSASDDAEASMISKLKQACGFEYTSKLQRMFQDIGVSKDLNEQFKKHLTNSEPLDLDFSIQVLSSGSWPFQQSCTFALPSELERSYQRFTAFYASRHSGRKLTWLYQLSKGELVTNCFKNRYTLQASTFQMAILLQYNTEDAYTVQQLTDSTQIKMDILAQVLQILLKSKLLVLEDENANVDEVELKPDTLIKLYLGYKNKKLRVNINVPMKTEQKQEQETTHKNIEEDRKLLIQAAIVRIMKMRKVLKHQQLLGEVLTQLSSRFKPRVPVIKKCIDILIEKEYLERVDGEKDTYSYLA
* marks the source's active call; other numbers are inactive results; & = joins results of further samples.

SMILES	RBX1-CUL1 inh
Cc1ccc2c(=O)cc(C(=O)Nc3ccc(S(=O)(=O)N(C)c4ccccc4)cc3)oc2c1C	9
COc1ccc(OC)c(Nc2nc(-c3c(C)nc4ccccn34)cs2)c1	1
C=CCCC(C)(O)C(C=C)S(=O)(=O)c1ccc(C)cc1 (configuration not stated)	-3
CCOC(=O)c1ccc(-n2c(-c3ccc(C)cc3)nc3ccccc3c2=O)cc1	7
N#Cc1cn(-c2ccccc2)nc1C(=O)c1ccccc1	-1
COc1cccc(CNCCNC(=O)c2nonc2N)c1	4
Cc1cc2ncn(Cc3nc(C4CCCNC4)cc(=O)[nH]3)c2cc1C (configuration not stated)	3
COc1cccc(C(=O)Nc2cccc(Cl)c2)c1	-2
N#Cc1c(NC(=O)C2CCCO2)sc2c1CCCCCC2 (configuration not stated)	3
CC(C)(C)c1ccc(C(=O)Oc2cccc(/C=C3\C(=N)N4N=C(c5ccco5)SC4=NC3=O)c2)cc1	96*
O=C1C2CCCCC2C(=O)N1c1cc(C(F)(F)F)ccc1Cl (configuration not stated)	-9
CN(Cc1cnc2ccccn12)C(=O)CCN1Cc2ccccc2OC(c2ccccc2F)C1 (configuration not stated)	14
O=c1c2cc(-c3ccccc3)sc2ncn1/N=C/c1ccc(OC(F)F)cc1	6
COc1ccc(OC)c(CN2CCN(Cc3ccc(C(F)(F)F)cc3)CC2)c1	-5
Cc1cc(C(=O)O)ccc1NCc1ccccc1	15
Cc1nccn1-c1ccc(NC(=O)C2CCCN(C/C=C/c3ccco3)C2)cc1 (configuration not stated)	4
N#Cc1ccccc1CN1C(=O)S/C(=C/c2cccn2-c2ccc(C(=O)O)cc2)C1=O	13
O=C1C(=Cc2cccn2-c2ccc([N+](=O)[O-])cc2)C(=O)c2ccccc21	3
CCn1cc(/C=C/C(=O)N2CCN(C3C4CC5CC(C4)CC3C5)CC2)cn1 (configuration not stated)	1
Cc1ccc(CNC(=O)Cn2ncc3c(C)n(Cc4ccc(Cl)cc4)c(C)c3c2=O)cc1	-2
O=C(CCN1CCN(Cc2ccccc2)CC1)N/N=C/c1ccc(Cl)cc1	4
COc1ccc(-n2c(SCc3ccc(Br)cc3)nc3sc4c(c3c2=O)CCC4)cc1	-7
CCN(CC)C(=O)Cc1c(OC)ccc2cc(Br)ccc12	-3
NC(=O)C1(C(=O)N(Cc2cccnc2)CC2CCCN(C3CCCCC3)C2)CC1 (configuration not stated)	7
COc1ccc(-c2cc(C)no2)cc1S(=O)(=O)NC1CCC(C)CC1 (configuration not stated)	-2

(cont.)
SMILES	RBX1-CUL1 inh
O=C(Nc1ccc(Br)cc1)N1CCC(CN2CCCC2)CC1	4
O=C1CC(C(=O)Nc2cccc3ccccc23)C2(CCCCC2)O1 (configuration not stated)	-1
COc1cc(C2(c3ccc(O)c(OC)c3)C(=O)Nc3c(C)cc(Br)cc32)ccc1O	-2
COc1ccc(S(=O)(=O)NCCc2ccccc2)cc1C	-1
C=C(C)Cn1c(=O)c2c(nc3n(CCN4CCOCC4)c(C)cn23)n(C)c1=O	-1
N#CCc1nc2ccccc2n1C(=O)COc1ccccc1	-4
CSc1n[nH]c(-c2ccc(Cl)cc2)c1-n1cncn1	-4
O=C(Cn1c(=O)n(-c2ccccc2)c(=O)c2ccc(C(=O)NCc3ccc4c(c3)OCO4)cc21)Nc1ccc(F)c(Cl)c1	5
COc1ccc(NS(=O)(=O)c2cc3[nH]c(=O)c(=O)[nH]c3cc2C)cc1Cl	2
CC(C)(C)c1[nH]nc2c1C(c1ccc3c(c1)OCO3)C(C#N)C(=N)O2 (configuration not stated)	4
COc1cc(C2NC(=O)N=C(c3ccccc3)C2C(C)=O)c(Cl)cc1OCc1ccccc1 (configuration not stated)	4
CCOc1ccccc1C(=O)Nc1ccc2nc3c(c(Nc4ccc(OC)c(OC)c4)c2c1)CCCC3	-12
FC(F)(F)Oc1ccc2c(c1)C1C=CCC1C(c1ccc(Cl)cc1Cl)N2 (configuration not stated)	-4
Cn1c(N=Nc2c(Nc3ccccc3)ccc3ccccc23)[n+](C)c2ccccc21	-26
N#Cc1cc(Oc2ccc(Br)cc2)nc2ccccc12	1
Cn1ccnc1CN1CCN(C(=O)CCN2Cc3ccccc3OC(c3ccccc3F)C2)CC1 (configuration not stated)	-6
CCN(c1ccccc1)S(=O)(=O)c1ccc(Cl)cc1	-11
CCOC(=O)NC(=S)NCc1ccccc1	5
Cc1cc(Cn2ccnc2)c(C)cc1Cn1ccnc1	-1
CSCC(=O)NC(C)c1cnc(N(C)C2CCCCC2)nc1C (configuration not stated)	5
Cc1ccc(C)n1CC(=O)NC(CO)Cc1ccccc1 (configuration not stated)	-2
O=C(CSCc1ccccc1Cl)Nc1ccc2c(c1)C(=O)NC2=O	3
O=C(O)CC1C(=O)NCCN1CCc1ccccc1 (configuration not stated)	11
Cc1ccc(C)c(NC(=O)c2cnn(-c3cccc(F)c3)c2C2CCN(C(=O)OC(C)(C)C)CC2)c1	-7
COc1ccc(/C=C\C(=O)Nc2cc(C)on2)cc1COc1ccc(Br)cc1	0

Rewritten with each value named: part of the list above
SMILES: COc1ccc(-c2cc(C)no2)cc1S(=O)(=O)NC1CCC(C)CC1 (configuration not stated)
- RBX1-CUL1 inh: -2

SMILES: CSc1n[nH]c(-c2ccc(Cl)cc2)c1-n1cncn1
- RBX1-CUL1 inh: -4

SMILES: COc1ccc(OC)c(Nc2nc(-c3c(C)nc4ccccn34)cs2)c1
- RBX1-CUL1 inh: 1

Following part
SMILES	RBX1-CUL1 inh
CC(C)(C)C1CCc2c(sc(NC(=O)Cn3nnc(-c4cccc(C(F)(F)F)c4)n3)c2C#N)C1 (configuration not stated)	-2
C=CCOC(=O)Nc1nnc(Sc2ccc(C(F)(F)F)cn2)s1	5
CCC(OC(=O)c1ccc2c(c1)-c1ccccc1C2=O)C(=O)c1ccccc1 (configuration not stated)	-1
Cc1cc(F)ccc1NC(=O)c1sc2nc3c(cc2c1N)CN(C)CC3	2
Cc1cccc(C2C3=C(CCCC3=O)N=C3c4ccccc4C(=O)C32)c1 (configuration not stated)	-3
CC1CN=C(CC(=O)c2ccc(Br)cc2)C(=O)N1 (configuration not stated)	0
COc1ccccc1N1CCN(C(=O)C2CCN(S(=O)(=O)c3cn(C)cn3)CC2)CC1	-14
O=C(NC(=S)N1CCN(c2cccc(Cl)c2)CC1)C12CC3CC(CC(C3)C1)C2	4
Cn1c(=NC(=O)c2ccc(S(=O)(=O)N3CCCc4ccccc43)cc2)sc2cc(F)ccc21	1
Cc1cccc(NC(=O)C(=O)NCC(c2cccnc2)N2CCc3ccccc32)c1C (configuration not stated)	-3
C#CCOc1cccc(/C=N\NC(=O)c2cc3c(ccc4ccccc43)o2)c1	2
Cc1ccc(-c2ccc(CCC(=O)O)n2-c2ccc(C(C)C)cc2)cc1	-1
c1ccc(Cc2nnc3sc(-c4cnccn4)nn23)cc1	0
COCc1ccc(C(=O)NC2CCCN(C3CCN(C)CC3)C2)s1 (configuration not stated)	6
COc1ccc(-c2cc(C(F)(F)F)c(C#N)c(SCC(=O)Nc3ccccc3F)n2)cc1	0
CCOC(=O)c1cc(-c2ccccc2)n(-c2cccc(C(=O)Nc3cccc(SC)c3)c2)c1C	-4
C=CCNC(=O)C1CCCN(C2CCN(c3nc4ccccc4o3)CC2)C1 (configuration not stated)	13
COc1cccc(CCNC(=O)c2cnc3sc(N4CCOCC4)nn3c2=O)c1	-5
CSC1=NC(c2c(O)ccc3ccccc23)C=NN1 (configuration not stated)	-7
CC(C)n1c(SCCC(=O)O)nc2ccccc21	-6
CCn1c(CN2CCOCC2)nc2cc(NC(=O)c3cc(OC)c(OC)c(OC)c3)ccc21	3
Cc1nn2c(-c3cccc(C(F)(F)F)c3)nnc2s1	8
O=C(CCc1ccco1)N1CCOC(Cc2ccccc2Cl)C1 (configuration not stated)	17
CC(Oc1ccccc1)c1n[nH]c2c1CN(S(=O)(=O)N1CCCC1)CC2 (configuration not stated)	4
O=C(CSc1nc(-c2ccco2)nc2cc(=O)[nH]n12)Nc1ccccc1F	8

(further entries)
SMILES	RBX1-CUL1 inh
Cc1ccc(C)c(C(=O)C2C(=O)C(=O)N(c3nnc(C)s3)C2c2ccccc2)c1 (configuration not stated)	5
CCCN1C(=O)C(O)(CC(=O)c2ccc(CC)cc2)c2ccccc21 (configuration not stated)	2
CC1(C)CC(=O)C(C=NCCN2CCNC2=O)C(=O)C1	-4
CCOC(=O)C(O)(c1ccc(N(C)C(=O)c2ccc(Cl)cc2Cl)cc1)C(F)(F)F (configuration not stated)	11
CCOc1ccc(NC(=O)C(C)Sc2nnc(COc3ccccc3C)n2C)cc1 (configuration not stated)	2
Cc1ccc(NC(=O)CSc2nc(-c3ccco3)cc(C(F)(F)F)n2)c(C)c1	-1&7
CCOC(=O)Cn1c(=O)n(-c2cccc(Cl)c2)c2nc(-c3ccccc3Cl)nc(C(N)=O)c21	5
O=C(O)c1ccc(NS(=O)(=O)c2ccc(Cl)c(C(=O)Nc3ccccc3)c2)cc1	8
O=C(/C=C/c1ccccn1)c1cc(Cl)ccc1O	-8
Cc1cc(C(=O)C2C(=O)C(=O)N(CCCN3CCOCC3)C2c2ccc(C(C)(C)C)cc2)ccc1OCc1ccccc1 (configuration not stated)	-4
CC(=O)Nc1ccc2c(c1)C(=O)N(c1ccc3ccccc3c1)C2=O	-2
CC1=NC2=C(C(=O)c3ccccc32)C(c2cn(-c3ccccc3)nc2-c2ccccc2)C1C#N (configuration not stated)	-8
O=C(Cc1ccccc1)Nc1cccc(-c2nc3cccnc3s2)c1	3
COc1cc(CNc2ccc(CNc3ncn[nH]3)cc2)cc(Cl)c1OCc1ccccc1	9
N#CC1C(=N)Oc2n[nH]c(-c3cccc4ccccc34)c2C1c1c(Cl)cccc1Cl (configuration not stated)	-1
Cc1n[nH]c(C)c1CNC(=O)c1cc(CN(C)Cc2ccccc2)on1	0
O=C(c1ccc(-c2nnc(-c3ccccc3)o2)cc1)N1CCCCC1	-3
NC(=O)c1ccc(-c2ccc(F)c3c2OC(CNC(=O)CN2CC(c4ccccc4)CC2=O)C3)cc1 (configuration not stated)	5
CCc1ccc(-n2nc3ccc(NC(=O)c4ccc(OC)cc4)cc3n2)cc1	0
Cc1c(Cl)cccc1NC(=S)NC(=O)C(C)C	-2
NC(=O)c1ccccc1NC(=O)NC1CCCCC1	0
COC(=O)CC1Sc2ccc(OC)cc2NC1=S (configuration not stated)	7
CCc1nc(CN2CCC(CCC(=O)Nc3ccccc3)CC2)c(C)[nH]1	11
COc1ccc(-n2c(=O)c3c4c(sc3n(Cc3ccccc3Cl)c2=O)CCC4)c(OC)c1	1
CCCCN1N=C(C)Cn2c1nc1c2c(=O)n(CCCC)c(=O)n1C	-2

Among those listed so far, these have an NH in an aromatic ring.
SMILES	RBX1-CUL1 inh
Cc1cc2ncn(Cc3nc(C4CCCNC4)cc(=O)[nH]3)c2cc1C (configuration not stated)	3
CSc1n[nH]c(-c2ccc(Cl)cc2)c1-n1cncn1	-4
COc1ccc(NS(=O)(=O)c2cc3[nH]c(=O)c(=O)[nH]c3cc2C)cc1Cl	2
CC(C)(C)c1[nH]nc2c1C(c1ccc3c(c1)OCO3)C(C#N)C(=N)O2 (configuration not stated)	4
CC(Oc1ccccc1)c1n[nH]c2c1CN(S(=O)(=O)N1CCCC1)CC2 (configuration not stated)	4
O=C(CSc1nc(-c2ccco2)nc2cc(=O)[nH]n12)Nc1ccccc1F	8
COc1cc(CNc2ccc(CNc3ncn[nH]3)cc2)cc(Cl)c1OCc1ccccc1	9
N#CC1C(=N)Oc2n[nH]c(-c3cccc4ccccc34)c2C1c1c(Cl)cccc1Cl (configuration not stated)	-1
Cc1n[nH]c(C)c1CNC(=O)c1cc(CN(C)Cc2ccccc2)on1	0
CCc1nc(CN2CCC(CCC(=O)Nc3ccccc3)CC2)c(C)[nH]1	11

The list continues.
SMILES	RBX1-CUL1 inh
COc1ccccc1/C=C/c1nn2c(-c3ccccc3Cl)nnc2s1	-9
O=C(NCc1ccccc1F)c1ccc(CSc2nc3cccnc3n2Cc2ccccc2)cc1	1
Cc1ccc(S(=O)(=O)Nc2ccc(NC(=O)c3cc(-c4ccc(Cl)cc4)nc4ccc(Br)cc34)cc2)cc1	-2
CCc1ccccc1NC(=O)c1c(CC)noc1C	1
O=C(c1cccs1)C1(O)CCCC1	0
CCCCCCN1C(=O)C(=O)c2ccccc21	11
COc1ccc(CC(=O)N/N=C(/C)C23CC4CC(CC(C4)C2)C3)cc1	0
Cc1ccc(S(=O)(=O)N2C(=O)CCC2C(=O)N2CCn3c4c(c5cc(C)ccc53)CCCC42)cc1 (configuration not stated)	4
COc1ccccc1C(=O)OC(C(=O)c1ccccc1)c1ccccc1 (configuration not stated)	5
COc1ccc(N2C(c3ccccc3)OC(c3ccccc3)C2c2ccccc2)cc1 (configuration not stated)	-6
CC(C)(C)NC(=O)CSc1nnc(-c2ccncc2)o1	-5
O=C(NCCc1ccccc1)c1ccc2c(c1)nc1n2CCOC1	7
N=C1C2NN(c3ccccc3F)N=C2NN1c1ccccc1 (configuration not stated)	-7
CC1CCN(C(=O)CCS(=O)(=O)c2cc3c(cc2Cl)NC(=O)CO3)CC1	-2
CN1C(=O)C(C(c2ccccc2)(c2ccccc2)c2ccccc2)C(=O)N(C)C1=O	0
Cc1ccc(NC(=O)NCC2CCN(Cc3cccc(Cl)c3)CC2)cc1Cl	9
CCCCc1nn2c(=O)cc(CN(CC)c3ccccc3)nc2s1	5
c1cc[n+](Cc2nc3ccccc3s2)cc1	3

An excerpt of these results, in markdown:
| molecule | RBX1-CUL1 inh |
| --- | --- |
| O=C(NCc1ccccc1F)c1ccc(CSc2nc3cccnc3n2Cc2ccccc2)cc1 | 1 |
| Cc1ccc(S(=O)(=O)Nc2ccc(NC(=O)c3cc(-c4ccc(Cl)cc4)nc4ccc(Br)cc34)cc2)cc1 | -2 |
| CCc1ccccc1NC(=O)c1c(CC)noc1C | 1 |
| O=C(c1cccs1)C1(O)CCCC1 | 0 |
| CCCCCCN1C(=O)C(=O)c2ccccc21 | 11 |

This is a subset; rates above refer to the full screens.
